MITF inh = blocks human microphthalmia-associated transcription factor. AlphaScreen MITF homodimerization, bead proximity signal. inhibition, % at 2.6 µM. O75030. actives 0.91% (n = 650,000); in the data active = inhibition above about 50%;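 note: 0% = vehicle wells with protein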
GPR151 activ = human GPR151 activation | activation, % at 11.2 µM | Q8TDV0 | PathHunter beta-arrestin GPR151 cells, luminescence | actives 1% (n = 650,000) | AID 1508602; in the data active = activation above about 4.9%;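 note: 0% = median of compound wells and 100% = cells with positive control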
Target sequence (Q8TDV0 whole entry, looked up): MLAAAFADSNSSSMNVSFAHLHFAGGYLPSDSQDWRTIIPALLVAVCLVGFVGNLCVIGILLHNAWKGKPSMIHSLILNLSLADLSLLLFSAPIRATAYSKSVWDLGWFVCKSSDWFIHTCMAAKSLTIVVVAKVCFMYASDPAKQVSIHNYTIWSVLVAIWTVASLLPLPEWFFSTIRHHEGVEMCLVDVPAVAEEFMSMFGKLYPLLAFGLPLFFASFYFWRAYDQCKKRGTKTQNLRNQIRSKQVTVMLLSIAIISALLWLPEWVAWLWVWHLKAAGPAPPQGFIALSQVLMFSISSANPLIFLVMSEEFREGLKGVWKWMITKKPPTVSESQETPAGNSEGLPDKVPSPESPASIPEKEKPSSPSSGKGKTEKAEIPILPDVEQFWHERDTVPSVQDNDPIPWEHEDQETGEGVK
TEAD-YAP inh = TEAD-YAP interaction inhibition; HEK-TIYL cells, TEAD-Gal4/YAP UAS-luciferase luminescence; inhibition, % at 9.12 µM; actives 1.4% (n = 640,000); in the data active = inhibition above about 32%;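 note: 0% = median of test compound wells and 100% = reference inhibitor wells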
FBW7 activator = human FBW7 E3 ligase activation, primary screen. Q969H0. AlphaScreen FBW7–phospho-cyclin E peptide binding, activator screen. normalized activity (activation), % at 26.1 µM. actives 0.13% (n = 650,000). AID 1259310; in the data active = normalized activity above about 1.9%;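 note: purified mutant Fbw7 with reduced substrate affinity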
Target sequence (Q969H0 whole entry, looked up): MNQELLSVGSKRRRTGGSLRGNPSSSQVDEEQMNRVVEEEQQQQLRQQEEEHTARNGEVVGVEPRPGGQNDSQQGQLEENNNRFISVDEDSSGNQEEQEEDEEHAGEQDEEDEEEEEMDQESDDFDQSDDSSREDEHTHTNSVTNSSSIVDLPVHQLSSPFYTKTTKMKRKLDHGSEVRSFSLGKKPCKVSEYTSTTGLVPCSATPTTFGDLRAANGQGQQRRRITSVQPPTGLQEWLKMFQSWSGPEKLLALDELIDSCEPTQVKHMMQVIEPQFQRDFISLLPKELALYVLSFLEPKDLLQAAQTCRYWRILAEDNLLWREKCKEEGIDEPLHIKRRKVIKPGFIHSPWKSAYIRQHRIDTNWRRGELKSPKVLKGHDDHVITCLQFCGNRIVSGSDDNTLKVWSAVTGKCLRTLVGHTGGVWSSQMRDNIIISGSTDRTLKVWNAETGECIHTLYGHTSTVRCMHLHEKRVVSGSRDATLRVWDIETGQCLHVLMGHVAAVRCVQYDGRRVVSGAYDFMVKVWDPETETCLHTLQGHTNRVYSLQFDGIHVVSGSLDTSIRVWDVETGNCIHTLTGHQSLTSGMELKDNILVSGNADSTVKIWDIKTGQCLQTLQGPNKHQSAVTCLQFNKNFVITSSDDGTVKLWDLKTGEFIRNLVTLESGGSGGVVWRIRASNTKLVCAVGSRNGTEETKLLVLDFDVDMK
Numbers without * were called inactive; x = not tested or not shown. An excerpt (hit frequency here may not be typical).

# | Compound | MITF inh | GPR151 activ | FBW7 activator | TEAD-YAP inh
1 | COC(=O)C1C2NC(=S)N(c3cccc(OC)c3)C1(C)Oc1c(OC)cccc12 (stereo not given) | 17 | 3.1 | -0.2 | 3
2 | CCc1nc2ccccc2c(=O)n1-c1ccc(C)cc1 | -3 | -1.5 | -0.1 | -1
3 | O=C(Nc1ccc(S(=O)(=O)N2CC3CC(C2)c2cccc(=O)n2C3)cc1)C1CCCCC1 (stereo not given) | -8 | 0.1 | -0.1 | 3
4 | Cc1ccc(Cn2nc(C)c(C=O)c2C)cc1 | -19 | 0.2 | 0.1 | -1
5 | CC(Cc1ccccc1F)N(C)CCN(C)C (stereo not given) | 4 | 0.8 | -0.2 | 7
6 | CO[C@@H]1C[C@@H](C[C@H]2CC[C@H](C)[C@H]([C@@H](C)C(=O)O)O2)O[C@]2(O[C@](C)([C@H]3CC[C@@](C)([C@@H]4O[C@@H]([C@H]5O[C@@](O)(CO)[C@H](C)C[C@@H]5C)C[C@@H]4C)O3)C[C@H]2C)[C@@H]1C | 12 | -2.5 | 0.2 | 77*
7 | O=C(c1csc(-c2ccccc2)n1)N1CC2CC(C1)c1cccc(=O)n1C2 (stereo not given) | 9 | -1.3 | 0.0 | 6
8 | CC(C)NCC(O)c1ccc(N)c(C#N)c1 (stereo not given) | -6 | -1.4 | -0.1 | x
9 | COC(=O)C1C2NC(=S)NC1(C)Oc1ccc3ccccc3c12 (stereo not given) | 8 | 1.5 | 0.1 | 1
10 | CCC1CCCCN1C(=O)CN1C2CCC1CC(O)(c1nccn1C)C2 (stereo not given) | 19 | 0.7 | -0.1 | -2
11 | O=C1NC(=S)NC(=O)C1=Cc1cccc([N+](=O)[O-])c1 | -11 | 0.9 | -0.2 | -2
12 | Cn1cc(CNCCc2ccccc2)c2ccccc21 | 1 | -0.4 | -0.3 | -15
13 | Cc1ccc(-n2c(C)cc(P(=S)(N3CCOCC3)N3CCOCC3)c2C)c(C)c1 | 10 | -0.4 | 0.0 | -1
14 | Ic1ccc2c(c1)[C@@H]1C=CC[C@@H]1[C@H](c1cccnc1)N2 | 4 | -0.9 | 0.3 | 1
15 | O=C(C1CC(=O)N(C2CCCC2)C1)N1CCC2(CC1)OCCO2 (stereo not given) | 5 | -0.7 | 0.3 | 7
16 | Cc1c(Cl)cccc1NC(=S)N1CC2CC(C1)c1cccc(=O)n1C2 (stereo not given) | -5 | -0.1 | -0.2 | -7
17 | CCCC1=C(C(=O)OCC)C2(C(=O)Nc3ccc(Cl)cc32)C(C#N)=C(N)O1 (stereo not given) | 18 | 0.1 | 0.0 | -3
18 | COc1cc2ccc(=O)oc2c2ccoc12 | -4 | -1.3 | -0.1 | -8
19 | O=c1oc2ccccc2c(O)c1C(c1cccc(O)c1)c1c(O)c2ccccc2oc1=O | -18 | 0.0 | -0.1 | -8
20 | CC(=O)c1cn(CC(=O)NCCc2c[nH]c3ccccc23)c2ccccc12 | 1 | -0.9 | -0.3 | 19

Record cards, as listed above. Order of values: MITF inh, GPR151 activ, FBW7 activator, TEAD-YAP inh
CC(=O)c1cn(CC(=O)NCCc2c[nH]c3ccccc23)c2ccccc12 is listed as 1, -0.9, -0.3, 19
CCCC1=C(C(=O)OCC)C2(C(=O)Nc3ccc(Cl)cc32)C(C#N)=C(N)O1 (stereo not given) is listed as 18, 0.1, 0.0, -3

Next part:
# | Compound | MITF inh | GPR151 activ | FBW7 activator | TEAD-YAP inh
21 | O=[N+]([O-])c1ccc(N2CCc3ccccc3C2)c2ccncc12 | 6 | -1.9 | -0.1 | 0
22 | O=C(O)c1cn(Cc2ccccc2F)c2ccccc12 | -2 | -0.2 | 0.1 | 0
23 | COc1ccc(CNCCc2ccc(OC)c(OC)c2)cc1Cl | -2 | -1.8 | 0.0 | 8
24 | Cc1ccc(C)c(N2CCNCC2)c1 | -10 | -2.1 | 0.1 | 2
25 | CN1/C(=C2\C=NN(C)P2(=S)N2CCCC2)C(C)(C)c2ccccc21 (stereo not given) | 18 | -0.1 | -0.2 | -2
26 | Cc1ccc(-n2c(C)cc(/C=C3\C(=O)NC(=O)N(C)C3=O)c2C)cc1C | 11 | 1.2 | -0.8 | -3
27 | CC(C)CCn1c(=O)c(C(=O)NCc2ccccc2)c(O)c2ccccc21 | 17 | 0.0 | 0.1 | 12
28 | C/C(CC(c1ccccc1)c1c(O)c2ccccc2oc1=O)=N\NC(N)=S (stereo not given) | 9 | -0.3 | -0.5 | 0
29 | COCc1[nH]nc2c1C(c1cccc([N+](=O)[O-])c1)C(C#N)=C(N)O2 (stereo not given) | 23 | -0.6 | 0.3 | 5
30 | O=C1NC(=O)N(c2ccc(Br)cc2)C(=O)/C1=C/c1ccc(O)c(O)c1 | 90* | 1.2 | -0.1 | 1
31 | CCN1CCN(Cc2nnnn2C(C)(C)C)CC1 | -1 | 0.4 | 0.0 | 0
32 | CN1CCN(C(=O)COc2cc(Cl)c(Cl)cc2Cl)CC1 | -11 | -0.3 | -0.1 | -29
33 | COc1ccc2c3c1OC1C(OC)C=CC4C(C2)CN(C)CC341 (stereo not given) | 5 | -1.1 | 0.7 | -9
34 | N#CC1=C(N)Oc2n[nH]c(-c3ccc(F)cc3)c2C1c1ccc(F)cc1 (stereo not given) | 1 | 1.2 | -0.2 | -1
35 | O=C1CN=C(c2ccccc2Br)c2cc(Cl)ccc2N1 | -1 | 0.0 | -0.1 | 8
36 | N#CC(c1ccccc1)c1ccccc1 | -6 | -0.6 | 0.3 | 4
37 | CCOP(=O)(OCC)C(NC(=O)c1ccc(Cl)cc1)C(Cl)(Cl)Cl (stereo not given) | 2 | 0.8 | -0.2 | 7
38 | CC(=O)Nc1ccc(OP2(=O)COc3ccccc3OC2)cc1 | -6 | 0.3 | 0.0 | -3
39 | CCOC(=O)C1C2NC(=S)N(c3cccc(F)c3)C1(C)Oc1ccc(OC)cc12 (stereo not given) | 28 | -0.5 | -0.3 | 2
40 | CN(C)/C=C(C=[N+](C)C)/C(C=[N+](C)C)=C/N(C)C | -10 | -1.7 | 0.0 | -8
41 | CCOC(=O)C1SC2(C(F)(F)C(F)F)CC1(O)c1c(c(OC)c3occc3c1OC)O2 (stereo not given) | 7 | -0.9 | -0.1 | 2
42 | O=C1CC(c2ccccc2Cl)CN1 (stereo not given) | -7 | 0.7 | -0.2 | -5
43 | CCOc1cc(/C=N/N/C(N)=N\[N+](=O)[O-])cc(I)c1O | 6 | -0.4 | 0.0 | -9
44 | O=C1NS(=O)c2cc([N+](=O)[O-])cc([N+](=O)[O-])c21 (stereo not given) | -8 | -1.3 | -0.2 | -12
45 | CCOC(=O)C1=C(NC(=O)CC)c2ccccc2CC12CCCC2 | 9 | 0.1 | -0.1 | 5
46 | COC(=O)N1CCN(/C(N)=N/[N+](=O)[O-])CC1 | -14 | 0.5 | 0.3 | 6
47 | CNP1(NC)=Nc2nn(-c3ccccc3)c(N)c2C(c2ccccc2)=N1 | 4 | 1.0 | -0.2 | -13
48 | CN=C(C)c1c(O)n(C)c(=O)n(C)c1=O | 7 | -1.2 | -0.1 | -2
49 | CN1CSC2=C(C#N)C(c3cccc(Br)c3)CC(=O)N2C1 (stereo not given) | -6 | 1.7 | -0.1 | -2
50 | CN1CCC=CC1/C=C/c1c[nH]c2ccccc12 (stereo not given) | 11 | -0.2 | -0.1 | -1
51 | CCCCOc1ccc(S(=O)(=O)N(CCCl)CCCl)cc1 | -25 | 0.5 | 0.8 | 0
52 | N#Cc1ccc(NC(=O)CN2CCN(S(=O)(=O)/C=C/c3ccccc3)CC2)cc1Cl | -10 | 0.7 | -0.1 | 1
53 | Cc1ccc(/C=C2/C(=O)NC(=O)N(CC3CCCO3)C2=O)s1 (stereo not given) | 18 | 0.8 | -0.7 | -29
54 | O=[N+]([O-])c1c(Cl)cc(Cl)c2nonc12 | 7 | 2.4 | 0.1 | 2
55 | O=C(N/N=C1/CN2CCC1CC2)c1cc2ccccc2cc1O | 3 | 0.8 | -0.1 | 5
56 | Cc1[nH]c2ccc(Br)cc2c1CCN | 24 | -0.8 | -0.1 | 11
57 | CN(C)C(=C(Cl)Cl)/C(=C1/NCCN1Cc1ccc(Cl)nc1)[N+](=O)[O-] | 7 | 1.5 | 0.0 | 3
58 | COc1ccccc1N1CCN(Cc2ccccc2[N+](=O)[O-])CC1 | 7 | -0.6 | -0.1 | 3
59 | O=C(Cc1ccccc1)Oc1ccc(N2C(=O)C3CCCCC3C2=O)cc1 (stereo not given) | -9 | 0.2 | 0.0 | -7
60 | N#CCCn1cc(C=O)c(-c2cccc(Br)c2)n1 | -5 | -1.2 | 0.3 | 0
61 | FC1CC2C(Cl)C1NC2(C(F)(F)F)C(F)(F)F (stereo not given) | -5 | 0.5 | -0.3 | -7
62 | Cc1cc2c(NC3CCCNC3)cccc2nn1 (stereo not given) | 50 | 1.3 | -1.4 | 5
63 | CC(C)Cn1cc(C(=O)N2CCC3(CC2)OCCO3)c2c3ccccc3n(C)c2c1=O | -10 | 0.0 | 0.0 | 23
64 | CCC(C)(C)c1cc(-n2nc3ccccc3n2)c(O)c(C(C)(C)CC)c1 | 3 | -0.3 | -0.1 | -3
65 | O=C1C2CCN(CC2)C1Cc1cc([N+](=O)[O-])ccc1O (stereo not given) | -7 | -0.8 | 0.1 | -4
66 | Nc1nonc1-c1noc(-c2nonc2N)n1 | 0 | 0.9 | -0.1 | -2
67 | CN(C)c1ccc([N+](=O)[O-])c2cccnc12 | 10 | -0.7 | 0.5 | -3
68 | CC(c1ccccc1)N1C(=O)NC(=O)/C(=C/c2coc3ccccc3c2=O)C1=O (stereo not given) | 16 | -0.8 | -0.6 | -3
69 | Cc1ccc(-n2c(O)c(C=Nc3ccc(S(N)(=O)=O)cc3)c(=O)[nH]c2=O)cc1 | 0 | 1.5 | -0.2 | 3
70 | COc1cc(C(=O)NCC(=O)Nc2ccc(Br)cc2C(=O)c2ccccc2)cc(OC)c1OC | 0 | -0.7 | -0.1 | 3
71 | CCNC(=S)N1CCn2cccc2C1c1cccnc1 (stereo not given) | 10 | 3.9 | 0.1 | 6
72 | CCCCCCC(=O)O[C@H]1CC[C@H]2[C@@H]3CC(=O)C4=CC(=O)CC[C@]4(C)[C@H]3CC[C@]12C | 6 | 0.1 | x | x
73 | CN1CCN(Cc2c(O)ccc3ccccc23)CC1 | -12 | 0.5 | -0.2 | -3
74 | O=c1c2ccccc2nc(/C=C\c2ccc(F)cc2)n1-c1ccccc1Cl | -7 | 0.7 | 0.1 | -5
75 | Cc1cc(O)c2c(c1)OC(C)(C)C1=C2CC(C)CC1 (stereo not given) | -7 | 1.5 | -0.1 | -5
76 | COc1ccc(OC)c(NC(=S)NCCc2cnc[nH]2)c1 | 3 | -0.5 | -0.4 | -11
77 | Cc1cccc2nc(CSC(=S)NCc3cccnc3)cn12 | -6 | -0.6 | -0.2 | 1
78 | O=C(NCc1noc2ccccc12)N1CCC2(CC1)OCCO2 | -1 | -0.4 | -0.1 | -10
79 | O=c1oc2ccccc2c2c1C(c1ccccc1)c1c(c3ccccc3oc1=O)O2 | -3 | 0.2 | -0.1 | 0
80 | O=C(CN1C2CCC1CC(O)(c1cccnc1)C2)NCc1cccs1 (stereo not given) | -10 | -0.1 | -0.1 | 0
81 | CCOc1cccc(CN2CCN(c3ccccc3F)CC2)c1O | -2 | 0.4 | -0.1 | -3
82 | CC(=O)C1C2c3ccccc3OC1(C)N=c1s/c(=C\c3cccs3)c(=O)n12 (stereo not given) | -1 | -1.3 | 0.0 | -5
83 | COc1cccc(CN2CCN(Cc3ccccc3)CC2)c1O | -2 | -1.2 | -0.1 | -9

Of the compounds above, these have four or more nitrogen atoms:
# | Compound | MITF inh | GPR151 activ | FBW7 activator | TEAD-YAP inh
10 | CCC1CCCCN1C(=O)CN1C2CCC1CC(O)(c1nccn1C)C2 (stereo not given) | 19 | 0.7 | -0.1 | -2
25 | CN1/C(=C2\C=NN(C)P2(=S)N2CCCC2)C(C)(C)c2ccccc21 (stereo not given) | 18 | -0.1 | -0.2 | -2
29 | COCc1[nH]nc2c1C(c1cccc([N+](=O)[O-])c1)C(C#N)=C(N)O2 (stereo not given) | 23 | -0.6 | 0.3 | 5
31 | CCN1CCN(Cc2nnnn2C(C)(C)C)CC1 | -1 | 0.4 | 0.0 | 0
34 | N#CC1=C(N)Oc2n[nH]c(-c3ccc(F)cc3)c2C1c1ccc(F)cc1 (stereo not given) | 1 | 1.2 | -0.2 | -1
40 | CN(C)/C=C(C=[N+](C)C)/C(C=[N+](C)C)=C/N(C)C | -10 | -1.7 | 0.0 | -8
43 | CCOc1cc(/C=N/N/C(N)=N\[N+](=O)[O-])cc(I)c1O | 6 | -0.4 | 0.0 | -9
46 | COC(=O)N1CCN(/C(N)=N/[N+](=O)[O-])CC1 | -14 | 0.5 | 0.3 | 6
47 | CNP1(NC)=Nc2nn(-c3ccccc3)c(N)c2C(c2ccccc2)=N1 | 4 | 1.0 | -0.2 | -13
52 | N#Cc1ccc(NC(=O)CN2CCN(S(=O)(=O)/C=C/c3ccccc3)CC2)cc1Cl | -10 | 0.7 | -0.1 | 1
57 | CN(C)C(=C(Cl)Cl)/C(=C1/NCCN1Cc1ccc(Cl)nc1)[N+](=O)[O-] | 7 | 1.5 | 0.0 | 3
62 | Cc1cc2c(NC3CCCNC3)cccc2nn1 (stereo not given) | 50 | 1.3 | -1.4 | 5
66 | Nc1nonc1-c1noc(-c2nonc2N)n1 | 0 | 0.9 | -0.1 | -2
69 | Cc1ccc(-n2c(O)c(C=Nc3ccc(S(N)(=O)=O)cc3)c(=O)[nH]c2=O)cc1 | 0 | 1.5 | -0.2 | 3
71 | CCNC(=S)N1CCn2cccc2C1c1cccnc1 (stereo not given) | 10 | 3.9 | 0.1 | 6
76 | COc1ccc(OC)c(NC(=S)NCCc2cnc[nH]2)c1 | 3 | -0.5 | -0.4 | -11
77 | Cc1cccc2nc(CSC(=S)NCc3cccnc3)cn12 | -6 | -0.6 | -0.2 | 1

Screening results: PubChem, The Scripps Research Institute Molecular Screening Center
